# High-throughput results: PubChem, National Center for Advancing Translational Sciences (NCATS)
# Lipid storage S3 = qHTS Assay for Lipid Storage Modulators in Drosophila S3 Cells | lipid storage change, negative = inhibition, % at the top dose, mostly 46.1 µM; hits show Potency in µM | AID 2685 | Drosophila S3 cells, BODIPY lipid droplet fluorescence, 18-24 h; cells fed with added oleic acid | actives 0.64% (n = 320,000); active = well fitted inhibition curve with a large enough effect in the signal ratio, with a control signal flat, not every such curve was filed as active; inconclusive = small, poorly fitted or top-dose-only effect, or effect the other way, or a change in a side signal; the % refers to the signal ratio
#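 Drosophila S3 cells got compounds at several concentrations plus oleic acid (400 uM solution). Laser-scanning cytometry with 488 nm excitation read lipid droplets at 500-530 nm and cells at 575-640 nm. Percent activity was relative to 20 uM Triacsin C.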
# Lipid storage S3 cell count max = second read-out of Lipid storage S3, no call of its own (marks repeat the call); cell number change, %; measured here: cell count max response;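 cells counted by Cell Tracker Red CMTPX staining in the red channel; peak over a dose series mostly up to 46.1 µM; percent activity relative to internal control wells on each plate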
# * marks the source's active call; other numbers are inactive results; i = inactive; ? = inconclusive; · = not tested or not shown. % is set by controls: 0 for no effect and ±100 for the full control effect; potency is the fitted concentration of half-maximal effect. A portion of the library; rates above refer to the full screens.
Lipid storage S3,Lipid storage S3 cell count max,smiles
9%,20,N/C(=N\OC(=O)CCC1CCCCC1)c1cccnc1
-5%,2,CC(Sc1ccccc1)C(=O)NN=C1CCCCCCC1 (stereo not drawn)
?,·,CCN(Cc1ccncc1)C(=O)CCc1nnc(CCC2CCCCC2)o1
i,·,CNC(=O)CN(c1cccc(Br)c1)S(C)(=O)=O
?,·,C(=C\c1ccccn1)/c1ccncc1
?,·,CCc1cc(C(c2ccc(F)cc2)N2CCOCC2)c(NC(=O)c2ccccc2)s1 (stereo not drawn)
12%,5,CC(C)Cc1cc(C(=O)N2CCCC(C(=O)c3cc(F)ccc3F)C2)n(C)n1 (stereo not drawn)
?,·,Cc1ccc(C(=O)Nc2cccc(-c3cnc4ccccc4n3)c2)cc1
i,·,Cc1nn(-c2ccc(N3CCCCC3)nn2)c(C)c1CCC(=O)Nc1ccc(F)cc1
10%,-5,C=CCn1c(=O)c2ccccc2n2c(SCC(=O)N3CCCc4ccccc43)nnc12
-20%,-12,CC(=O)Nc1ccc2c(c1)C(=O)N(C1CCCCC1)C2=O
-8%,16,O=C(Cc1ccccc1)Nc1ccc(C(=O)Nc2ccc(O)cc2)cc1
8%,12,c1ccn2c(SCc3cn4ccsc4n3)nnc2c1
?,·,CCn1c(=O)c(C(=O)NCCc2ccccc2)c(O)c2ccccc21
?,·,COc1ccc2c(=O)cc(-c3cccnc3)oc2c1OC
12%,2,CCn1c(SCC(=O)NC2CCCc3ccccc32)nnc1-c1ccncc1 (stereo not drawn)
-7%,-17,COc1ccc(C)cc1N(C(=O)c1cccc(F)c1)c1nc2ccccc2s1
2%,-14,CCc1ccc(-n2ccc(=O)c(C(=O)O)n2)cc1
?,·,Cc1cccc(CN2CCN(CC(=O)N3CCCC3)C2=O)c1
?,·,CCCCOc1ccc(/C(O)=C2/C(=O)C(=O)N(CCN(C)C)C2c2ccc(O)c(OC)c2)cc1 (stereo not drawn)
?,·,CCCCn1c(=NC(=O)c2cccnc2)c(C(=O)OCC)cc2c(=O)n3ccccc3nc21
27%,-2,CCOCCn1c(CN2CCCCC2)nc2c1c(=O)n(C)c(=O)n2C
?,·,O=C(NCCc1ccccc1)C1CCN(S(=O)(=O)c2ccc(-c3nn[nH]n3)cc2)CC1
?,·,Cc1cc(C(=O)COC(=O)c2ccc(N)c([N+](=O)[O-])c2)c(C)n1-c1ccc2c(c1)OCO2
4%,14,COc1ccc(S(=O)(=O)N=C2C=C(C)C(=O)C(C)=C2)cc1
?,·,COCCCNC(=S)N1CCCN(c2nc3cc(C)ccc3cc2C#N)CC1
?,·,O=C(NC1(C(F)(F)F)NC(=O)N(C2CCCC2)C1=O)C1CC1 (stereo not drawn)
?,·,COc1ccc(CCNC(=O)c2ccc3c(c2)OCO3)cc1
3%,18,COc1cccc(-n2cn[nH]c2=S)c1
?,·,N#Cc1c(SCC(=O)O)nc(N2CCCCC2)c2c1CCCC2
?,·,O=C(Cn1nc(C(=O)O)c2ccccc2c1=O)Nc1cc(Cl)cc(Cl)c1
18µM*,-23*,CCOC(=O)N1CCN(C2=C(NS(=O)(=O)c3ccc(NC(C)=O)cc3)C(=O)c3ccccc3C2=O)CC1
?,·,Cc1ccc(CN2CCN(Cc3cnc(N4CCOCC4)s3)CC2CCO)o1 (stereo not drawn)
i,14,Cc1ccc(NCc2nc3ccccc3n2C)c(C)c1
i,-11,CCCCOC(=O)CSc1nc(N)c(C#N)c(-c2ccc(OCC)cc2)c1C#N
?,·,CCc1c(C(=O)Nc2ccccc2C(N)=O)csc1C
-2%,26,CSCCC(NS(=O)(=O)c1ccc2c(c1)oc(=O)n2C)C(=O)NCc1ccccc1 (stereo not drawn)
?,·,CC1=C(C(=O)OCC2CCCO2)C(c2coc3ccccc3c2=O)C2=C(CCCC2=O)N1 (stereo not drawn)
?,·,COc1ccccc1N1CCN(C(=O)COc2cc(C)cc(C)c2)CC1
1%,2,CCCCN(C(=O)CCCSc1nc2ccccc2[nH]1)c1c(N)n(Cc2ccccc2)c(=O)[nH]c1=O
-20%,23,COc1ccc(CCNC(=O)CN(c2ccc(OC)c(OC)c2)S(=O)(=O)c2ccccc2)cc1OC
?,·,COc1ccc(-c2csc3nc(-c4ccc(C)cc4)oc(=O)c23)cc1OC
?,·,Cc1[nH]nc2nc(SCC(=O)NCC3CCCO3)n(-c3ccc(Br)cc3)c(=N)c12 (stereo not drawn)
?,·,CCC(=O)Nc1ccc2c(c1)C(=O)c1ccccc1C2=O
?,·,CCc1noc(C)c1C(=O)NCCc1ccc(Cl)cc1
?,·,c1ccc(OCCOc2ncnc3sccc23)cc1
1%,0,N#CC1=C(N)Nc2ncnn2C1c1ccc(F)cc1 (stereo not drawn)
7%,10,NNC(=O)CCc1ccc(S(=O)(=O)N2CCOCC2)cc1
6%,-14,CCCn1c(=O)c(C(=O)NCc2ccncc2)c(O)c2ccccc21
?,·,C=CCn1c(-c2ccccc2OC)n[nH]c1=S

# Continuation.
Lipid storage S3,Lipid storage S3 cell count max,smiles
-3%,-23,O=[N+]([O-])c1ccc2nc(/C=C/c3ccc(Cl)cc3)[nH]c2c1
?,·,Cc1c(C(=O)Nc2ccc(Cl)cc2)c2ccccn2c1C(=O)c1ccc([N+](=O)[O-])cc1
25%,·,O=S(=O)(NCc1cc(-c2ccccc2)no1)c1ccc(Cl)cc1
?,·,CC(NC(=O)/C=C/c1cnc2ccccc2n1)C12CC3CC(CC(C3)C1)C2 (stereo not drawn)
16%,5,COc1ccccc1OCC(=O)NCC1CCCN(Cc2cnn(C)c2C)C1 (stereo not drawn)
-3%,1,N#CC1=C2C=Cc3ccccc3N2CCCC1=O
?,·,CCOC(=O)c1ccc(Nc2cc(C)nc(C)c2C(=O)OCC)cc1
i,·,CN(C)c1ccc(/C=C/C(O)=C2/C(=O)N(C)C3(C)CC2c2ccccc2O3)cc1 (stereo not drawn)
?,·,COc1ccc(-c2cc(C(F)(F)F)nc(SCCC(=O)NCc3ccccc3)n2)cc1
-1%,2,O=C(NC1CCCC1)C1CCC(=O)N1C1CCCCC1 (stereo not drawn)
-5%,-13,COc1cccc(NC(=O)CCC(=O)Nc2ccc3nc(N4CCOCC4)cc(C)c3c2)c1
0%,-4,CC(C)C(NC(=O)C1CCCCC1)C(=O)NCCc1ccccc1 (stereo not drawn)
?,·,CC(=O)c1ccc(OCCCC(=O)NCc2nnc3ccccn23)cc1
-15%,0,COc1ccc(CCNC(=O)Cn2c(=O)n(-c3ccc(F)cc3F)c(=O)c3sccc32)cc1OC
?,·,C=CCSCC1Nc2cc(Cl)c(S(N)(=O)=O)cc2S(=O)(=O)N1 (stereo not drawn)
?,·,Cc1ccc(-n2nnnc2SCc2ccccn2)cc1C
?,·,CCCOc1ccc(C(=O)N(CC(C)C)c2c(N)n(Cc3ccccc3)c(=O)[nH]c2=O)cc1
?,·,O=C(NCCN1CCCCC1)c1c(O)c2ccccc2[nH]c1=O
?,·,COc1ccc(CNS(=O)(=O)NCc2ccccc2)cc1
2%,10,CC1COc2ccccc2N1C(=O)c1ccc(Cl)cc1 (stereo not drawn)
-23%,19,CCCOc1ccc(C(=O)Nc2ccc(S(=O)(=O)Nc3cc(C)nc(C)n3)cc2)cc1
-2%,3,CC(C)CC(c1nnnn1CCc1ccccc1)N1CCC(C(N)=O)CC1 (stereo not drawn)
?,·,COc1ccc(C(CNC(=O)CCNC(=O)c2ccccc2Cl)N2CCCC2)cc1 (stereo not drawn)
?,·,O=C(c1ccccc1)C1CCN(C(=O)c2ccc(Cl)cc2)CC1
?,·,Oc1ccc(-c2nc3ncccn3c2Nc2ccc3c(c2)OCO3)cc1
11%,10,CN(CC(=O)N1CCOCC1)C(=O)CSc1nc2ccccc2s1
?,·,Cc1ccc(CSC2=Nc3ccccc3C3=NC(CC(=O)NCc4ccco4)C(=O)N23)cc1 (stereo not drawn)
4%,5,Cc1ccc(Nc2nc(N)nc(CSCCO)n2)cc1
?,·,O=C(NCC(=O)N(CC1CCCO1)C1(C(=O)NC2CCCC2)CCCCC1)c1ccccc1 (stereo not drawn)
?,·,CC1Cc2ccccc2N1S(=O)(=O)c1cccc(C(=O)Nc2cccnc2)c1 (stereo not drawn)
4%,-12,COc1ccc(CN2CCN(C(=O)C3CCN(S(=O)(=O)c4cccs4)CC3)CC2)c(OC)c1OC
-65%,·,CCC(Oc1ccccc1)C(=O)N1CCC(C(N)=O)CC1 (stereo not drawn)
16%,2,Cc1cccc(-c2noc(CCC(=O)Nc3ccc(C(N)=O)cc3)n2)c1
?,·,CN1CCN(C(=O)c2cc3nc(-c4ccccc4)cc(-c4ccccc4)n3n2)CC1
i,-8,CC(C)CCN1C(=O)c2ccc(C(=O)NCC3CCCO3)cc2C1=O (stereo not drawn)
?,·,O=C(O)c1cc(C2CC2)nc2ccccc12
?,·,O=S(=O)(NCc1cc(-c2ccccc2)no1)c1ccccc1
i,16,COc1ccc(CNC(=O)CSc2nnc(NC(=O)c3ccccc3F)s2)cc1
?,·,CC(C)NC(=O)C(c1ccc(F)cc1)N(C(=O)CCC(=O)Nc1ccccn1)c1ccccc1F (stereo not drawn)
?,·,Cc1ccc(/C=C/C(=O)O)cc1S(=O)(=O)N1CCc2ccccc21
i,·,CCc1nnc(N2CCN(c3ncnc4c3oc3ccccc34)CC2)s1
i,5,CCc1ccccc1N(CC(=O)Nc1cccc(N(C)S(C)(=O)=O)c1)S(C)(=O)=O
?,·,C=C1CCN([C@@H](C)C(=O)OCc2cccc(C)c2)S(=O)(=O)c2ccccc21
-3%,-7,COCC(=O)Nc1cccc(Br)c1
?,·,Cc1ccc(-c2nc3ccccc3n3nnnc23)cc1
?,·,CC(C)c1ccc(O)c(NC(=O)c2cccnc2)c1
-6%,5,CC(Sc1nnc(Nc2ccccc2)s1)C(=O)NC1CCCc2ccccc21 (stereo not drawn)
?,·,Cc1ccc(-c2c(C(=O)NCc3ccc(F)cc3)oc(=O)c3ccccc23)cc1
?,·,COC(=O)c1ccc(NC(=O)c2cc3c(CO)cnc(C)c3oc2=Nc2cccc(C(N)=O)c2)cc1
?,·,COc1ccc(OC)c(NC(=O)CSc2nnc(CNc3ccc(C)cc3C)o2)c1

# 20 entries from above in a different format.
Structure	Lipid storage S3	Lipid storage S3 cell count max
COc1ccc(CN2CCN(C(=O)C3CCN(S(=O)(=O)c4cccs4)CC3)CC2)c(OC)c1OC	4%	-12
CCC(Oc1ccccc1)C(=O)N1CCC(C(N)=O)CC1 (stereo not drawn)	-65%	·
Cc1cccc(-c2noc(CCC(=O)Nc3ccc(C(N)=O)cc3)n2)c1	16%	2
CN1CCN(C(=O)c2cc3nc(-c4ccccc4)cc(-c4ccccc4)n3n2)CC1	?	·
CC(C)CCN1C(=O)c2ccc(C(=O)NCC3CCCO3)cc2C1=O (stereo not drawn)	i	-8
O=C(O)c1cc(C2CC2)nc2ccccc12	?	·
O=S(=O)(NCc1cc(-c2ccccc2)no1)c1ccccc1	?	·
COc1ccc(CNC(=O)CSc2nnc(NC(=O)c3ccccc3F)s2)cc1	i	16
CC(C)NC(=O)C(c1ccc(F)cc1)N(C(=O)CCC(=O)Nc1ccccn1)c1ccccc1F (stereo not drawn)	?	·
Cc1ccc(/C=C/C(=O)O)cc1S(=O)(=O)N1CCc2ccccc21	?	·
CCc1nnc(N2CCN(c3ncnc4c3oc3ccccc34)CC2)s1	i	·
CCc1ccccc1N(CC(=O)Nc1cccc(N(C)S(C)(=O)=O)c1)S(C)(=O)=O	i	5
C=C1CCN([C@@H](C)C(=O)OCc2cccc(C)c2)S(=O)(=O)c2ccccc21	?	·
COCC(=O)Nc1cccc(Br)c1	-3%	-7
Cc1ccc(-c2nc3ccccc3n3nnnc23)cc1	?	·
CC(C)c1ccc(O)c(NC(=O)c2cccnc2)c1	?	·
CC(Sc1nnc(Nc2ccccc2)s1)C(=O)NC1CCCc2ccccc21 (stereo not drawn)	-6%	5
Cc1ccc(-c2c(C(=O)NCc3ccc(F)cc3)oc(=O)c3ccccc23)cc1	?	·
COC(=O)c1ccc(NC(=O)c2cc3c(CO)cnc(C)c3oc2=Nc2cccc(C(N)=O)c2)cc1	?	·
COc1ccc(OC)c(NC(=O)CSc2nnc(CNc3ccc(C)cc3C)o2)c1	?	·

# Next section:
Lipid storage S3,Lipid storage S3 cell count max,smiles
?,·,Cc1cccc(C)c1OCCCCN1CCNCC1
?,·,CC(C)C(=O)Nc1nnc(S(=O)(=O)N(C)c2ccc(Cl)cc2)s1
?,·,O=c1[nH]c(Cc2ccccn2)nc2scc(-c3ccccc3Cl)c12
?,·,CC(C)C(NC(=O)CSCc1ccc([N+](=O)[O-])cc1)C(C)C
?,·,CCOC(=O)N1CCN(C(=O)CCCN2C(=O)CSc3nc(C)cc(C)c32)CC1
4%,17,O=C(Nc1nc2ccccc2[nH]1)c1ccccc1O
?,·,Cc1nc2c(ccc3nc(NC(=O)Cc4cccc5ccccc45)sc32)s1
-4%,-1,O=C1C(Cc2ccccc2)NC(=S)N1Cc1ccccc1 (stereo not drawn)
?,·,N/C(=N\OC(=O)CCC1CCCC1)c1ccccc1
11%,14,CCCN(CCC)S(=O)(=O)c1ccc(C(=O)NNc2nc(-c3ccccc3)c3cc(Br)ccc3n2)cc1
?,·,CCCS(=O)(=O)C(=C(Nc1ccc(OC)cc1)Nc1ccc(OC)cc1)S(=O)(=O)CCC
?,·,Cc1ccc(/C=C/S(=O)(=O)NCc2ccc(F)cc2)cc1
?,·,CSc1cccc(NC(=O)CN2C(=O)c3ccccc3S2(=O)=O)c1
-4%,-10,CCOC1(OCC)C(c2ccc(N)cc2)C(C#N)(C#N)C1(OCC)OCC (stereo not drawn)

# 2 successive records from above, quoted:
Lipid storage S3,Lipid storage S3 cell count max,smiles
?,·,CC(C)C(=O)Nc1nnc(S(=O)(=O)N(C)c2ccc(Cl)cc2)s1
?,·,O=c1[nH]c(Cc2ccccn2)nc2scc(-c3ccccc3Cl)c12
